# Compound activity (PubChem BioAssay)
# GSK3A inh = human GSK-3 alpha kinase inhibition | P49840 | ADP-Glo luminescence, 60 min | inhibition, % at 10 µM | 0.1% of 320,000 active | AID 2650;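 in the data active means inhibition above about 50%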;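 further: GST-tagged GSK-3 alpha with peptide substrate and 25 µM ATP; 0% = DMSO neutral wells and 100% = GW8510 positive control wells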
# Target sequence (P49840 whole entry, looked up): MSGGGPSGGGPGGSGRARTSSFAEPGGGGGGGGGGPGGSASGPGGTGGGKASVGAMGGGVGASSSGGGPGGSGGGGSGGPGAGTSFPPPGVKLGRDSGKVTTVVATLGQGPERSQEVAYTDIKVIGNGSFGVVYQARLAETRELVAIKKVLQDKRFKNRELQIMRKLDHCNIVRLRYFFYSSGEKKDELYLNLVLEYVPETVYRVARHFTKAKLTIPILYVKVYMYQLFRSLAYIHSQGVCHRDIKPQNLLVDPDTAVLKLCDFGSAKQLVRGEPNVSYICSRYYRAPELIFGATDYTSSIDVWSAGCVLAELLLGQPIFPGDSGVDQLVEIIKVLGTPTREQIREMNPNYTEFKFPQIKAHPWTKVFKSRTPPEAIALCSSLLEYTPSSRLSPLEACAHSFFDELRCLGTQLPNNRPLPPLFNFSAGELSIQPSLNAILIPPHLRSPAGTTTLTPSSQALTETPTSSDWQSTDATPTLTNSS
# GSK3B inh = blocks human GSK3beta kinase activity. P49841. GST-GSK3beta kinase, ADP-Glo luminescence, 60 min; hits give low values. AID 2097. 0.038% of 300,000 active. activity score (negative = inhibition), % at 10 µM;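 active means more than half of replicate wells score below -50%, meaning over 50% inhibition versus plate controls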;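 further: 0% = median DMSO wells and -100% = median GW8510 positive control wells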
# Target sequence (P49841 whole entry, looked up): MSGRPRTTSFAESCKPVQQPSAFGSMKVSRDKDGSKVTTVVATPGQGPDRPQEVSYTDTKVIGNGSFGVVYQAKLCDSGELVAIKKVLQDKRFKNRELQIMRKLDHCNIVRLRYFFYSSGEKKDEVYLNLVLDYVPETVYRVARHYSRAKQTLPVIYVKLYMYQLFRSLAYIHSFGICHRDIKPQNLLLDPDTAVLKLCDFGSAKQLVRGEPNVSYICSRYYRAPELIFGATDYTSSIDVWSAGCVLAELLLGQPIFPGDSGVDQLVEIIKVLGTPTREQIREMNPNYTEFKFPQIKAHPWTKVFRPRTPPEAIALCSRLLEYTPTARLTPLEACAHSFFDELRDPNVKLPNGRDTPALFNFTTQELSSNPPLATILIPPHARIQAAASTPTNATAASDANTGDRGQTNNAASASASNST
#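 Test system: GST-tagged human GSK3beta kinase, cell-free; evaluation: activity score scaled between in-plate DMSO and GW8510 controls; measured by: ADP-Glo luminescence; incubation: 60 min reaction, RT; benchmarks: DMSO and 20 µM GW8510; reagent: peptide substrate plus 25 µM ATP (final); medium: Tris/MgCl2 kinase buffer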
# hERG rescue = compounds protecting human hERG from proarrhythmic drug block; Q12809; CHO-hERG, FluxOR thallium flux, dofetilide IC70 present; activation (rescue from dofetilide block), less the hit threshold, % at 10 µM; 0.51% of 310,000 active;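 active means activation above the mean of controls blocked by dofetilide plus 5 SD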;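 further: thallium influx through hERG after potassium depolarization seen as dye fluorescence rise; in these data hits start at about 4.7%; inactives centre near -7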
# PolyA inhibitor = inhibitors of polyadenylation in S. cerevisiae. 0.02% of 300,000 active. calls only at 12 µM. S. cerevisiae SKY197-pL101 polyadenylation reporter, beta-gal luminescence; efflux-impaired pdr1/pdr3 knockout yeast; score 100 = 6 SD above DMSO;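 active means lowest replicate activity score at least 50, where 100 means six control SD above control mean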;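 further: yeast exposed to compound for 9 h at 30 °C; higher score means more reporter readthrough which indicates perturbed polyadenylation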
# KCNK9 inh = human KCNK9 channel inhibition | Q9NPC2 | B-score at 10 µM | 1.2% of 310,000 active | HEK293 KCNK9, FluxOR thallium flux fluorescence; hits give low values;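 active means ratio B-score over 3 SD below the library mean, with starting fluorescence within 5 SD of its mean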;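 further: negative B-score means less thallium flux so channel inhibition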
# KCNQ1 inh = inhibitors of human KCNQ1 potassium channel | P51787 | CHO-K1 KCNQ1, FluxOR thallium flux fluorescence; hits give high values | B-score at 10 µM | 1.3% of 310,000 active | AID 2642;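 active means compounds whose thallium flux B-score, printed positive for inhibition, exceeds three library SD while starting fluorescence stays within three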;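 further: channel opened by potassium depolarization with thallium stimulus after 20 min compound exposure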
# KCNK3 block = human KCNK3 channel inhibition, primary screen | CHO-KCNK3 thallium flux, FluxOR fluorescence; hits give low values | B-score at 10 µM | 0.84% of 340,000 active;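 active means B-score under library mean minus 4 SD, starting fluorescence ratio at most library mean plus 5 SD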;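 further: more negative B-score means stronger inhibition of thallium flux through KCNK3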
# KCNQ1 act = potentiators or activators of human KCNQ1 potassium channel | 0.35% of 310,000 active | AID 2648 | B-score at 10 µM | CHO-K1 KCNQ1, thallium flux FluxOR fluorescence; hits give high values;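 active means fluorescence ratio B-score, a plate-corrected score, at least three library SD, with initial intensity B-score within 5 SD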
#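 Schedule – 37 °C overnight plating, 90-min dark dye load, 20-min compound pretreatment · System – stable KCNQ1 CHO-K1 line · Probe or stimulus – thallium- and potassium-containing depolarizing buffer · Measured by – kinetic FluxOR fluorescence, 10 s baseline plus 110 s post-stimulus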
# Dyrk1A ADPGlo = blocks rat Dyrk1A kinase activity. Q63470. ADP-Glo luminescence, NFATc1 peptide. inhibition, % at 12.5 µM. 0.43% of 310,000 active; in the data active means inhibition above about 50%;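 further: plate controls were vehicle with enzyme for no effect and no enzyme for full effect; many of its hits are not listed in these tables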
# RGS4 act = RGS4 potentiation or activation; 0.92% of 310,000 active; HEK293 M3R/inducible RGS4, carbachol calcium flux Fluo4; hits give low values; B-score at 10 µM; AID 463111;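 active means B-score of the integrated calcium signal more than 4 SD below the library mean, with starting fluorescence not abnormally high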;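 further: negative B-score means reduced calcium response which marks RGS4 activation or potentiation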
#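 Reagent: ECmax carbachol challenge; Test system: M3R-expressing HEK293 line, RGS4 induced by doxycycline; Schedule: overnight RGS4 induction, 30 min dye load 37 °C, 20 min compound RT; Detection: calcium dye Fluo4 fluorescence; Read-out: Agonist-evoked peak-minus-minimum fluorescence over baseline, integrated ratio, B score.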
# HDAC3 inh = human HDAC3 inhibition | AID 2718 | inhibition, % at 8.3 µM | recombinant HDAC3, fluorogenic peptide/trypsin coupled, fluorescence | 0.15% of 320,000 active; in the data active means inhibition above about 26%, passing the limit was not always enough
# * hit, by the source's call; i = inactive; x = no result given. This is a subset; rates above refer to the full screens.
molecule	GSK3A inh	GSK3B inh	hERG rescue	PolyA inhibitor	KCNK9 inh	KCNQ1 inh	KCNK3 block	KCNQ1 act	Dyrk1A ADPGlo	RGS4 act	HDAC3 inh
CSc1ccc(CCNC(=O)C2CCN(c3nnc(-n4cccc4)s3)CC2)cc1	x	3	-1	i	i	i	i	i	-1	i	x
Cc1ccc(NC(=O)c2ccccc2N2C(=O)C3C4C=CC(C5CC45)C3C2=O)cc1C (configuration not stated)	-3	2	-7	i	i	i	i	i	2	i	5
COc1cc(C#N)ccc1OC(=O)Cc1cc(OC)c(OC)c(OC)c1	1	-2	-8	i	i	i	i	i	1	i	-3
C/C(CC(=O)NC1CCCCC1)=N\NC(=O)c1ccc(Br)cc1	-1	x	-12	i	i	i	i	i	-8	i	-1
O=c1c2nnn(-c3ccc(Br)cc3)c2ncn1Cc1ccccn1	0	1	-12	i	i	i	i	i	4	i	-7
COc1ccc(NC(=S)NN(C)C(=S)Nc2ccc(OC)cc2)cc1	0	-3	-2	i	i	i	i	i	-6	i	6
CCC(C(=O)N1CCOCC1)n1c2ccccc2c2nc(=O)cc(C)n21 (configuration not stated)	-1	4	-2	i	i	i	i	i	-3	i	1
O=C(NC1CCCC1)C1CCCN1C(=O)Nc1ccccc1 (configuration not stated)	-2	0	-10	i	i	i	i	i	-8	i	-8
COC(=O)C1CCN(C(=O)c2ccccc2Oc2ccccc2)CC1	x	4	-10	i	i	i	i	i	-5	i	-5
CC1CN(C(=O)Cn2c(=O)oc3ccccc32)CC(C)O1 (configuration not stated)	-3	2	0	i	i	i	i	i	4	i	-1
O=C(CCCN1C(=O)/C(=C\c2ccco2)SC1=S)Nc1ccc(O)cc1C(=O)O	13	1	-6	i	i	i	i	i	3	i	-4
Cc1nc(OCc2ccccc2)c2sc3nc4c(cc3c2n1)COC(C)(C)C4	x	-1	-3	i	i	i	i	i	-8	i	x
CC(C)c1cccc(C(C)C)c1NC(=O)COc1nncc2ccccc12	-3	-6	-10	i	i	i	i	i	0	i	3
COc1ccc(CN(Cc2ccc(C(=O)O)cc2)C(=S)Nc2ccc(C)cc2)cc1OC	-3	-4	-22	i	i	i	i	i	-4	i	-7
O=C1c2ccccc2C(=O)N1Cc1nc(-c2ccccn2)no1	-1	1	3	i	i	i	i	i	-2	i	-2
COc1ccc(CNC(=O)C2(CC3CC(c4ccccc4)=NO3)CCNCC2)cc1 (configuration not stated)	7	-3	-5	i	i	i	i	i	3	i	4
CCN(CC)S(=O)(=O)c1cccc(C(=O)NCC2CCCCC2)c1	-1	2	-6	i	i	i	i	i	4	i	-2
NC(=O)c1nsc(C(=O)N(CC(=O)NC2CCCC2)c2ccc(F)c(Cl)c2)c1N	-1	1	-2	i	i	i	i	i	-4	i	-3
COCCCNC(=O)CC(NCCCOC)C(=O)O (configuration not stated)	0	2	-6	i	i	i	i	i	-4	i	1
O=C(CCC1CCCCC1)Nc1c2c(nn1-c1ccc(F)cc1)CS(=O)C2 (configuration not stated)	0	-1	-4	i	i	i	i	i	-3	i	-2
O=C(COc1ccc([N+](=O)[O-])cc1)NC(C(=O)O)C(O)c1cccc([N+](=O)[O-])c1 (configuration not stated)	0	-2	-10	i	i	i	i	i	-4	i	0
CCOCCCn1c(C)nc2c(c1=O)c1nc3ccccc3nc1n2CCC1=CCCCC1	-3	3	-12	i	i	i	i	i	-6	i	1
O=C(c1cc2cc(Cl)ccc2[nH]1)N1CCN(C(=O)c2ccco2)CC1	0	-2	-12	i	i	i	i	i	-4	i	0
CN(C)/N=C/c1ccc(Sc2ccc([N+](=O)[O-])cc2[N+](=O)[O-])o1	0	0	-7	i	i	i	i	i	-6	i	-3
Cc1ccc(NC(=O)CN(C)c2ccc(S(=O)(=O)N3CCN(C)CC3)cn2)cc1	-4	4	-10	i	i	i	i	i	-2	i	-2

# Rewritten with values under each structure: entries from further up.
# Each structure is followed by: GSK3A inh | GSK3B inh | hERG rescue | PolyA inhibitor | KCNK9 inh | KCNQ1 inh | KCNK3 block | KCNQ1 act | Dyrk1A ADPGlo | RGS4 act | HDAC3 inh
> CCN(CC)S(=O)(=O)c1cccc(C(=O)NCC2CCCCC2)c1
→ -1 | 2 | -6 | i | i | i | i | i | 4 | i | -2
> NC(=O)c1nsc(C(=O)N(CC(=O)NC2CCCC2)c2ccc(F)c(Cl)c2)c1N
→ -1 | 1 | -2 | i | i | i | i | i | -4 | i | -3

# (continued)
molecule	GSK3A inh	GSK3B inh	hERG rescue	PolyA inhibitor	KCNK9 inh	KCNQ1 inh	KCNK3 block	KCNQ1 act	Dyrk1A ADPGlo	RGS4 act	HDAC3 inh
Cc1onc(-c2ccccc2)c1C(=O)NCc1cccc(Cl)c1	-1	1	-11	i	i	i	i	i	0	i	-2
c1ccc2nc(N3CCCC3)c(N3CCCC3)nc2c1	1	-1	0	i	i	i	i	i	7	i	-5
CCCCC(=O)Nc1ccc(C(=O)Nc2ccc(S(=O)(=O)N3CCCC3)cc2)cc1	-3	0	-4	i	i	i	i	i	1	i	4
O=C(Nc1ccccc1-c1nc2ccccc2[nH]c1=O)c1cccs1	3	0	-10	i	i	i	i	i	-2	i	2
Cc1cccc(-n2nc(C)c3c(C(=O)O)cc(-c4cccs4)nc32)c1	-5	6	-14	i	i	i	i	i	18	i	-19
Cc1cccc(C)c1NC(=O)CN1C(=O)S/C(=C\c2cccn2C)C1=O	-1	-3	1	i	i	i	i	i	-2	i	5
CN(C)C(=O)c1ccc(OCC(F)(F)F)nc1	0	-5	-9	i	i	i	i	i	x	i	2
COc1cccc(COC(=O)c2cc(S(=O)(=O)N3CCCCC3)ccc2N2CCOCC2)c1OC	-2	-5	-6	i	i	i	i	i	3	i	1
O=C(CNC(=O)c1ccc(Cl)cc1Cl)OCn1nnc2ccccc2c1=O	-3	3	-11	i	i	i	i	i	-2	i	0
Cn1c(=O)[nH]c(Nc2ccccc2)c([N+](=O)[O-])c1=O	-3	2	-11	i	i	i	i	i	2	i	2
O=C(CSc1nc2ccccc2n1Cc1ccccc1)N/N=C/c1ccccc1C(=O)O	-3	-1	-7	i	i	i	i	i	11	i	-4
CCN(CC)CCOc1nnc(-c2ccc(C)cc2)c2ccccc12	-1	-1	-5	i	i	i	i	i	11	i	3
Cc1cc(C)nc(NS(=O)(=O)c2ccc(Br)cc2)n1	0	5	-10	i	i	i	i	i	-1	i	-3
Cc1ccc2[nH]cc(CCNC(=O)c3ccc4c(c3)OCO4)c2c1	-3	11	-6	i	i	i	i	i	3	i	7
CCN(CC)C(=O)C(C)OC(=O)c1ccc(O)cc1 (configuration not stated)	1	3	-2	i	i	i	i	i	-8	i	3
CCOCCCNC(=S)NC1CC2CCC(C1)N2Cc1ccccc1 (configuration not stated)	2	1	-5	i	i	i	i	i	-2	i	2
Nc1cc(C(=O)O)ccc1N1CCCCC1	0	-1	-1	i	i	i	i	i	8	i	-5
N=C1/C(=C\c2ccc(SCc3ccccc3)o2)C(=O)N=C2SC=NN12	-6	1	2	i	i	i	i	i	-63	i	-2
CC(=O)c1ccc(N2CCN(S(=O)(=O)c3cn(C)c(C)n3)CC2)cc1	-1	-1	1	i	i	i	i	i	-2	i	2
OCCNCCCOc1cc(Cl)ccc1Cl	0	-1	-18	i	i	i	i	i	6	i	-2
CCOC(=O)c1c(C)[nH]c(C(=O)COC(=O)CSCC(=O)N(CC)CC)c1C	-1	-2	-18	i	i	i	i	i	4	i	7
O=[N+]([O-])c1cccc(NC(=S)NCc2ccncc2)c1	0	0	-12	i	i	i	i	i	4	i	-1
Cn1c(CCNC(=O)c2ccco2)nc2cc(NS(=O)(=O)c3ccccc3)ccc21	8	2	-8	i	i	i	i	i	-2	i	-3
CCOc1ccccc1N1CC(C(=O)Nc2c(C)n(C)n(-c3ccccc3)c2=O)CC1=O (configuration not stated)	x	2	-9	i	i	i	i	i	-3	i	-2
C=CCN=C(C)C1=C(O)C(C)OC1=O (configuration not stated)	-1	0	-2	i	i	i	i	i	-3	i	0
O=C(N/N=C/c1ccc(Br)s1)c1cccs1	-1	-25	-7	i	i	i	i	i	-4	i	5
O=Cc1cn(-c2ccccc2)nc1-c1ccc(F)cc1	-2	-1	-9	i	i	i	i	i	6	i	-2
Cc1ccc(CN2CCCN(Cc3cc(C)ccc3C)S2(=O)=O)cc1	0	4	-8	i	-16*	i	-9.8*	i	0	i	-4
CCOC(=O)C1CCN(c2c(C(=O)c3ccccc3)cnc3ccc(Cl)cc23)CC1	x	0	-11	i	i	6*	i	i	27	i	0
NC(=O)CSc1nc2cc(Cl)ccc2c(=O)n1C1CCCCC1	0	2	-3	i	i	i	-10*	i	-6	i	6
O=C(O)c1cc(O)ccc1N=Nc1ccccc1	-2	-5	-11	i	i	i	i	i	-4	i	14
O=C(NCc1ccccc1F)C1CCCN1C(=O)Nc1ccc(Cl)cc1 (configuration not stated)	-1	0	-6	i	i	i	i	i	-5	i	-11
O=C(O)c1cccc(NC2=C(N3CCOCC3)C(=O)c3ccccc3C2=O)c1	-1	-1	-9	i	i	i	i	i	45	i	-8
COc1ccc(C2Nc3cccc4cccc(c34)N2)cc1Br	-3	2	-6	i	i	i	i	i	1	i	10
CCOC(=O)COc1ccccc1/C=C\[N+](=O)[O-]	2	-7	-20	i	i	i	i	i	-5	i	-2
COc1ccc(-c2[nH]ncc2CN2CCCN(c3ccccc3)CC2)c(F)c1	0	-1	-11	i	i	i	i	i	5	i	-3
CCCNC(=O)Cn1c2ccccc2c2nc(=O)cc(C)n21	-2	-1	-8	i	i	i	i	i	-1	i	-2
O=C(Cc1cn2ccsc2n1)Nc1ccccn1	8	2	-10	i	i	i	i	i	2	i	-1
Cn1c(SCc2c(F)cccc2Cl)nnc1-c1cccs1	1	0	-10	i	i	i	i	i	x	i	5
COc1ccc(/C=N/Nc2nnc(C)n2N)cc1OC	3	-1	1	i	i	i	i	i	29	i	9
Cc1cc(NC(=O)C2CCCN(S(=O)(=O)c3cnc[nH]3)C2)ccc1Br (configuration not stated)	-1	3	-4	i	i	i	i	i	12	i	10
COn1c(-n2nc(C)cc2C)nc2ccccc2c1=O	0	3	-10	i	i	i	i	i	0	i	0
CC(C)Sc1nnc(-c2c[nH]c3ccccc23)n1C	1	1	-8	i	i	i	i	i	0	i	12
